High-throughput results as filed in PubChem.
Hsp70 inhibitors: Hsp70 inhibitors, probe displacement, primary screen, biochemical, fluorescence polarization (AID 583); Hsp70 fluorescence polarization probe displacement, mP; higher % means a stronger effect; displacement, % at 20 µM, or IC50 in µM where a hit was titrated; hit rate 0.06% among 140,000; in the data active = displacement above about 50%;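 note: plate controls were vehicle for no effect and reference ligand for full effect; a part of the inactive calls stands beside numbers as strong as those of hits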
MKP-3 inhibition: MKP-3 phosphatase inhibitors, primary screen, biochemical, rat enzyme, in vitro (AID 425); recombinant MKP-3 phosphatase activity, fluorescence; higher % means a stronger effect; inhibition, % at 20 µM, or IC50 in µM where a hit was titrated; hit rate 0.17% among 110,000; in the data active = inhibition above about 50%;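 note: plate controls were vehicle for no effect and reference inhibitor for full effect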
* marks the source's active call; other numbers are inactive results; . = not tested or not shown; & = joins results of further samples. These rows are one share of the data, so the mix of outcomes need not match the whole.

SMILES	Hsp70 inhibitors	MKP-3 inhibition
CCCn1c(CN2CCCCC2C)nc2c1c(=O)n(C)c(=O)n2C (stereo not drawn)	-4.1%	-5%
Cc1cc(OCCOCCNC(C)C)cc(C)c1Cl	5.7%	.
CCOC(=O)c1cnc(SC2CCc3ccccc3C2=O)nc1N (stereo not drawn)	-3.5%	-2%
CCCn1c(=O)c(C(=O)NCc2ccc(OC)c(OC)c2)c(O)c2ccccc21	-3.6%	2%
COc1ccc(C2C(C(C)=O)=C(O)C(=O)N2C)c(OC)c1 (stereo not drawn)	-3.9%	23%
CC(=O)Oc1ccc2oc(C)c(C(C)=O)c2c1	4.3%	0%
CCc1cc2c(C)cc(=O)oc2cc1OCC(C)=O	-2.3%	2%
CC(=O)c1cn(CC(=O)Nc2c(C)cccc2C)c2ccccc12	-4.5%	.
Cc1nc(-c2ccccc2)c2c(=O)cc[nH]c2n1	5.0%	-11%
CC1Cc2nc(SCC(N)=O)n(Cc3ccccc3)c(=O)c2S1 (stereo not drawn)	.	0%
CCOc1ccccc1NC(=O)c1c(NC(=O)c2ccco2)sc2c1CCCC2	1.7%	1%
COC(=O)COc1ccc(S(=O)(=O)NCc2cccnc2)cc1C	-4.2%	-9%
COc1ccc(-n2sc3c(c2=S)-c2cc(OC)ccc2NC3(C)C)cc1	3.7%	0%
Cc1cc(Cl)ccc1NC(=O)CCC(=O)N/N=C/c1cccnc1	-1.1%	-1%
CSc1nc2ccc(NC(=O)CSc3nc4ccccc4s3)cc2s1	-1.3%	6%
O=C(NC1(C(F)(F)F)C(=O)Nc2c1c(=O)[nH]c(=O)n2Cc1ccco1)C1CC1 (stereo not drawn)	2.0%	0%
O=c1c(/C=N/N2CCOCC2)c(C(F)(F)F)[nH]n1-c1nc2ccccc2s1	1.7%	4%
COC(=O)C(CCSC)NC(=O)CNC(=O)C1CCCCC1 (stereo not drawn)	0.4%	2%
COc1ccc(CSc2nnc(SCc3ccc(OC)c(F)c3)s2)cc1F	-4.8%	2%
Cc1c(NC(=O)CSCC(=O)Nc2ccc3ccccc3c2)c(=O)n(-c2ccccc2)n1C	1.5%	4%

Of the compounds above, these contain a CF3 group.
SMILES	Hsp70 inhibitors	MKP-3 inhibition
O=C(NC1(C(F)(F)F)C(=O)Nc2c1c(=O)[nH]c(=O)n2Cc1ccco1)C1CC1 (stereo not drawn)	2.0%	0%
O=c1c(/C=N/N2CCOCC2)c(C(F)(F)F)[nH]n1-c1nc2ccccc2s1	1.7%	4%

Other structures
SMILES	Hsp70 inhibitors	MKP-3 inhibition
COC(=O)c1c(NC(=O)c2sc3cc(C)ccc3c2Cl)sc(C)c1C	1.1%	1%
O=C(Nc1nc2ccccc2n1CCOc1ccccc1)c1ccccc1F	-1.7%	-2%
CCOC(=O)C1CCCN(Cc2nc(N)nc(Nc3ccc(C)cc3)n2)C1 (stereo not drawn)	-4.6%	1%
COc1ccc2c(c1)c1nnc(SCC(=O)N3C(C)CCCC3C)nc1n2C (stereo not drawn)	-0.6%	2%
COc1cccc(C2CC(c3ccc(F)cc3)Nc3nc(N)nn32)c1 (stereo not drawn)	-20%	5%
COc1cc(OC)c(C2NC(=S)NC(C)=C2C(=O)Nc2ccc(Br)cc2)cc1OC (stereo not drawn)	-0.3%	0%
Cc1ccc(-n2c(Cc3cccn3C)nnc2SCC(=O)NCc2ccc3c(c2)OCO3)cc1	-2.2%	0%
Cc1cc(NC(=O)CCS(=O)(=O)c2nc(-c3ccccc3)cc(C(F)(F)F)n2)no1	3.7%	5%
COc1ccc(C2C(C(=O)N3CCOCC3)c3ccccc3C(=O)N2c2ccc(OC)cc2)cc1 (stereo not drawn)	0.1%	-7%
O=C(Nc1ccc(N2CCOCC2)cc1)c1ccc2nc(-c3ccco3)c(-c3ccco3)nc2c1	3.9%	-1%
C=CCc1ccc(OCC(O)CN2CCCCC2C)c(OC)c1 (stereo not drawn)	-0.4%	1%
CCOc1cc(C2NC(=O)NC(O)(C(F)(F)F)C2C(=O)c2ccccc2)ccc1OC (stereo not drawn)	1.2%	1%
CCn1cc(C(=O)NCCCN(C)C)c(=O)c2cc(F)c(N3CCN(C)CC3)cc21	0.2%	-7%
CCC(C)(C(=O)NC1CCCCC1)N(C)C(=O)c1ccccn1 (stereo not drawn)	.	-6%
CCOc1ccc(NC(=O)CCC(=O)n2nc(C)cc2C)cc1	-1.1%	-6%
Cn1c(NC(=O)Cc2cccs2)cc(=O)n(C)c1=O	-0.7%	-8%
CCOC(=O)c1c(C)oc2cc(Br)c(OCC(N)=O)cc12	-5.0%&0.4%	3%
O=C(Nc1cnn(Cc2ccc(Cl)cc2)c1)c1cnccn1	13%	-8%
COC(=O)NCc1cccc(CNC(=O)OC)c1	5.7%	3%
CC(C)C1Cc2c(C#N)c(N)sc(=S)c2CO1 (stereo not drawn)	.	0%

Whole records as entered above. Order of values: Hsp70 inhibitors | MKP-3 inhibition
COc1ccc(C2C(C(C)=O)=C(O)C(=O)N2C)c(OC)c1 (stereo not drawn) is listed as -3.9% | 23%
COc1cc(OC)c(C2NC(=S)NC(C)=C2C(=O)Nc2ccc(Br)cc2)cc1OC (stereo not drawn) is listed as -0.3% | 0%
O=C(Nc1cnn(Cc2ccc(Cl)cc2)c1)c1cnccn1 is listed as 13% | -8%
CC(=O)Oc1ccc2oc(C)c(C(C)=O)c2c1 is listed as 4.3% | 0%
Cc1nc(-c2ccccc2)c2c(=O)cc[nH]c2n1 is listed as 5.0% | -11%

Other results.
SMILES	Hsp70 inhibitors	MKP-3 inhibition
COc1ccc(/C=N/N2CCN(C(c3ccccc3)c3ccccc3)CC2)c(OC)c1	1.3%	0%
O=C(c1ccncc1)N1CCN(c2cccc(C(F)(F)F)c2)CC1	-4.9%	.
COc1ccc(S(=O)(=O)Nc2cc(C)c(O)c(S(=O)(=O)c3ccccc3)c2)cc1	-2.8%	-3%
CC(=O)c1cnc2cc(-c3ccccc3)nn2c1C	8.4%	-7%
O=C(NCc1ccccn1)c1ccc2ccccc2n1	.	-3%
O=S1(=O)c2cccc3cccc(c23)N1Cc1nnc(-c2ccccc2Br)o1	4.5%	-9%
CCCCCC/C(=N\NS(C)(=O)=O)c1ccccc1	18%	.
Cc1noc(C(=O)Nc2c(C)n(C)n(-c3ccccc3)c2=O)c1Cl	2.9%	0%
CCN(CC)CCCN=Cc1c(O)n(Cc2ccccc2)c(=O)c2ccccc12	-8.2%	.
Cc1nnc(N(C(=O)c2cnccn2)c2ccccc2)s1	-1.5%	-4%
COc1ccc(OC)c(NC2=NC3(CCCCC3)N=C(N)N2)c1	3.4%&-6.7%	-13%&3%
COC(=O)c1ccc(NC(=O)CN(Cc2ccc(Cl)cc2)S(C)(=O)=O)cc1	-4.8%	.
COc1ccc(C(=S)N2CCN(C)CC2)cc1	3.6%	.
CC(=O)OC12CC3C(C1C(C)=NN2C(=O)C(=O)N1N=C(C)C2C4C(CC21OC(C)=O)C4(C)C)C3(C)C (stereo not drawn)	-3.8%	3%
COc1cc(C(=O)NCc2nnc(SCC(=O)NCc3ccccc3)o2)cc(OC)c1OC	.	2%
COc1ccc(CC(=O)NNC(=S)Nc2ccc(Br)cc2)cc1	0.7%	.
Cc1ccc(NC(=O)C2COc3ccccc3O2)nc1 (stereo not drawn)	3.1%	.
CC(OCc1ccccc1)C(NC(=O)OC(C)(C)C)C(=O)NCC1CCCO1 (stereo not drawn)	-5.3%&6.4%	-2%&-2%
Cc1onc(-c2ccccc2)c1-c1nc2ccccc2c(=O)o1	-4.5%	.
CCN(CC)CCn1c(NCc2cc(OC)ccc2OC)nc2ccccc21	-2.8%	.
COc1cccc(C(=O)Nc2ccc(Cl)c(-c3nc4cc(Cl)ccc4o3)c2)c1	-10%	4%
O=C(NC1CCCCC1)C1Cc2ccccc2CN1S(=O)(=O)c1ccc(F)cc1 (stereo not drawn)	6.5%	.
COc1ccc(O)c(CN2CCN(Cc3ccccc3[N+](=O)[O-])CC2)c1	3.3%	-4%
COC(=O)c1ccc(OCC2c3cc(OC)c(OC)cc3CCN2C(=O)c2ccco2)cc1 (stereo not drawn)	-1.3%	1%
COc1ccc(C)cc1N(C(=O)CNC(=O)c1ccco1)C(C(=O)NC1CCCC1)c1cccnc1 (stereo not drawn)	-1.5%	-6%
COc1ccc(NC(=O)Nc2ccc(C(=O)N3CCOCC3)cc2)cc1	6.9%	-9%
CC(C(=O)Nc1nc2ccccc2[nH]1)N1C(=O)C2CC=CCC2C1=O (stereo not drawn)	0.1%	-2%
CCOC(=O)c1[nH]c(C)c(C(=O)N2CCN(c3cccc(Cl)c3)CC2)c1C	5.8%	8%
CC(C)OC(=O)c1ccc(NC(=O)COc2ccc([N+](=O)[O-])cc2)cc1	2.1%	-1%
CCOc1cc(/C=C2/N=C(c3ccc(NC(C)=O)cc3)OC2=O)ccc1OCc1ccccc1	8.8%	4%
Cc1ccc(N=C(NOCc2ccc([N+](=O)[O-])cc2)c2nonc2N)cc1	2.0%	1%
CC(C)(C)c1ccc(/C=N/NC(=O)Cc2cccc3ccccc23)cc1	4.1%	0%
CC(=O)c1c(C(=O)O)cccc1C(=O)O	4.6%	1%
Cc1cnc(C(=O)Nc2ccc(N3CCOCC3)cc2)cn1	2.2%	-7%
O=C(c1ccco1)N1CCN(C(=O)C(Sc2ccccc2)c2ccccc2)CC1 (stereo not drawn)	-0.6%	1%
CC(C)C(=O)N1N=C(c2ccncc2)CC1(O)C(F)(F)F (stereo not drawn)	2.5%	1%
COc1ccccc1NC(=O)C1=C(C)NC(=O)NC1c1ccccc1Br (stereo not drawn)	-0.4%	5%
CCCCCCc1ccc(OCC(=O)O)cc1OCC(=O)O	2.3%	-4%
CCOC(=O)NC(=O)/C(C#N)=N/Nc1c(F)cccc1F	0.7%	.
COCCOC(=O)C1=C(C)N=c2s/c(=C\c3ccccc3Cl)c(=O)n2C1c1ccc(OC)cc1 (stereo not drawn)	1.1%	3%
COc1ccc(CCNC(=O)c2nn(C)cc2Cl)cc1	-3.1%	-1%
O=C(NCCCN1CCCC1)c1ccc(CSCc2cccc(Cl)c2)o1	-0.9%	.
COc1ccc2[nH]c(C)c(CCC(C)=O)c(=S)c2c1	5.3%	1%
Cc1cccc(-c2cc3nc(-c4ccccc4)cc(N4CCC5(CC4)OCCO5)n3n2)c1	5.3%	.
CC(C)c1ccc(S(=O)(=O)c2n[nH]n3c2nc(=O)c2ccccc23)cc1	1.9%	.
O=C(OCC(=O)N1CCN(C(=O)c2ccco2)CC1)c1sc2cc(F)ccc2c1Cl	1.2%	-10%
O=C(CSc1nc2ccccc2o1)N1c2ccccc2Sc2ccccc21	0.2%	5%
CCCCCOc1ccc(N2C(=O)C3C4C=CC(C3C2=O)N(C)C4=O)cc1 (stereo not drawn)	3.1%	.
CCOC(=O)c1c(-c2ccccc2)oc2ccc(OC)cc12	-1.9%	.
O=C1N=C(N2CCCCC2)SC1=C1CCCC1	-1.8%	1%
Cc1ccccc1CNC(=O)c1ccccc1C	4.5%	.
COc1ccc([C@@H]2[C@H]3CN(C(C)=O)CC=C3C(C#N)=C(N)C2(C#N)C#N)c2ccccc12	1.5%	6%
O=C(c1cc2ccccc2oc1=O)N1CCN(c2ccc(N3CCOCC3)nn2)CC1	-0.7%	-3%
CC(C)CC(=O)Nc1cccc2c1C(=O)N(c1ccccc1)C2=O	3.9%	.
Cc1csc(NC(=O)CSc2nnc(Cc3cccn3C)n2CCc2ccccc2)n1	-5.2%	-7%
CCOc1ccc(CNc2ncnc(N)n2)cc1	-0.1%	.
O=C(NC1CCCc2ccccc21)C1CCC(CNc2c(N3CCOCC3)c(=O)c2=O)CC1 (stereo not drawn)	8.0%	-13%
Cc1ccccc1CCNC(=O)C1CCN(S(=O)(=O)c2ccc(-n3cnnn3)cc2)CC1	-1.1%	-5%
CCCCOC(=O)c1cccc(NC(=S)NC(=O)c2ccccc2Cl)c1	0.2%	6%
CSc1nsc(SCC(=O)Nc2c(C)n(C)n(-c3ccccc3)c2=O)n1	9.3%	0%

Carrying on:
SMILES	Hsp70 inhibitors	MKP-3 inhibition
CCOC(=O)C(Cc1c(F)cccc1F)(NC(C)=O)C(=O)OCC	2.0%	-16%
O=C(c1ccccc1)c1ccc(Oc2ncccn2)cc1	-2.9%	-11%
CCOC(=O)Cc1csc(NC(=O)c2ccc([N+](=O)[O-])o2)n1	-7.6%	2%
O=C(CCCN1C(=O)/C(=C/c2ccccc2)SC1=S)Nc1nccs1	2.1%	0%
O=C(NCCN1CCOCC1)c1cccc(I)c1	8.4%	-2%
Cc1ccc(NC(=O)CSc2nnc(CNC(=O)c3c(F)cccc3Cl)o2)cc1	-3.8%	-7%
C=CCNCC#CCOc1ccc(OC)cc1	1.7%	.
O=C(COc1ccc2ccc(=O)oc2c1)c1ccc(Cl)cc1	-1.4%	1%
Cc1nc(N(C)Cc2ccccc2)c2nnn(Cc3ccccc3)c2n1	0.4%	.
Cc1ccc(NC(=O)CCn2cccc2)cc1	0.4%	.
